Screens from PubChem.
Chronic BCR inh: blocks chronic active B-cell receptor signaling | hit rate 0.05% among 340,000 | ABC-DLBCL IkBa-CBG/CBR reporter, luminescence ratio, 4 h | AID 493014 | Potency, µM (highest dose often 46.1 µM), for the others: top-dose ratio change, negative = lower green/red ratio, actives largely listed as inhibitors; active means well fitted inhibition curve with a large enough effect in the signal ratio, with a control signal flat, not every such curve was filed as active; inconclusive means small, poorly fitted or top-dose-only effect, or effect the other way, or a change in a side signal; the % refers to the signal ratio;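 further: potency means the concentration at half of the fitted maximal effect; plate controls were basal doxycycline-induced cells for no effect and cells given 10 µM MG132 for full effect; MG132 reads +100%, hits lower the ratio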
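TMD8 human ABC-DLBCL cells with doxycycline-inducible IκBα–green luciferase fusion and unfused red luciferase, in 0.5% FBS medium; compounds up to 46 uM, 4 h at 37C. Green/red luminescence ratio, filter-overlap corrected, fitted to concentration-response curves.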
S-ASM inh: human S-ASM enzyme inhibition | P17405 | placental ASM, HMU-PC fluorogenic substrate, 60 min | Potency, µM (highest dose often 57.5 µM), for the others: at the highest dose activity change, negative = inhibition, most hits filed as inhibitors | hit rate 0.006% among 340,000 | AID 504937; further: potency means the concentration at half of the fitted maximal effect
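Steps: dispense placental human ASM, pin compound, wait 10 min at room temperature, add HMU-PC0 substrate at 9 uM final, incubate 60 min at 37 °C, add stop solution raising pH to 10, read fluorescence.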
GALK inhibitor: inhibitors of human galactokinase; hit rate 0.007% among 270,000; Potency, µM (titrated, usually from 57.5 µM), without a hit: at the highest dose activity change, negative = inhibition, actives largely listed as inhibitors; P51570; Purified GALK, Kinase-Glo residual ATP luminescence; further: potency means the concentration at half of the fitted maximal effect; on the % scale 0 is the no-effect control and ±100 the full control effect
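GALK at 5 nM final was combined with compound, 35 uM ATP and 100 uM galactose in HEPES pH8.0 with MgCl2 and DTT. The reaction ran one hour at room temperature before luminescent ATP detection.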
B2AR arrestin: agonists driving beta-arrestin recruitment to human beta2-adrenergic receptor. P07550. Potency, µM (series often up to 46.1 µM), for inactives: at the top dose activation, usual class: activators. hit rate 0.02% among 330,000. beta-arrestin recruitment to beta2AR, cell-based reporter;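 further: potency means the concentration at half of the fitted maximal effect; 0% = DMSO controls and full agonism = EC100 isoproterenol or metaproterenol; nearly all actives have a fitted effect of over 65% in size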
Target sequence (P07550 whole entry, looked up): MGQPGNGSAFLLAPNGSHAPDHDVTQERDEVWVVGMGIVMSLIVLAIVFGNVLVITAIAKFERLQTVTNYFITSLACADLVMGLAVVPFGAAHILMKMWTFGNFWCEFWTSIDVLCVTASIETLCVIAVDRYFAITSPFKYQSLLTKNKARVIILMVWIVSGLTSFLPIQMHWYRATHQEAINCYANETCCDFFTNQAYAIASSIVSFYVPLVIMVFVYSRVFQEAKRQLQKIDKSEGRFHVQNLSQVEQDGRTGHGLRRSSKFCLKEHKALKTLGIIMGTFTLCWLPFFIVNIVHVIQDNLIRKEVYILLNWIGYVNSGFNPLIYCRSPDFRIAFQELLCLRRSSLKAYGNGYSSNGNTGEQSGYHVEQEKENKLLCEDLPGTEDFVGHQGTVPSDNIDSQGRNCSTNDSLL
Coupling enz: coupling enzyme interference in Giardia aldolase counter-screen | coupling enzyme system counterscreen, AmpLite Red fluorescence | activity change, negative = inhibition, % at 58.2 µM, hits read low | hit rate 0.67% among 290,000; in the data active means activity change below about -30%; further: on the % scale 0 is the no-effect control and ±100 the full control effect
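Counterscreen of the coupled detection system alone, without aldolase: glyceraldehyde-3-phosphate coupling enzymes plus AmpLite Red readout. Compounds at 57.5 uM final, 10 min RT preincubation, 20 min RT reaction, fluorescence 525/598 nm.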
PKM2 act: increases activity of human pyruvate kinase M2; P14618; purified PKM2, Kinase-Glo ATP luminescence, activation; response scale: 0% is enzyme alone, no compound; Potency, µM (series often up to 57.5 µM), without a hit: at the top dose activation, usual class: activators; hit rate 0.34% among 260,000; further: potency means the concentration at half of the fitted maximal effect; on the % scale 0 is the no-effect control and ±100 the full control effect; nearly all actives have a fitted effect of over 55% in size
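Purified hPK-M2 (>95%) run at intermediate activity with 0.1 mM ADP and 0.5 mM PEP in 50 mM imidazole pH 7.2, KCl, MgCl2; 1 h room temperature. ATP formed read by Kinase-Glo luminescence; normalized to uninhibited and no-enzyme controls.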
a7 integrin act: activates integrin-mediated alleviation for muscular dystrophy | alpha7betagal myoblasts, beta-gal FDG fluorescence, 48 h | Potency, µM (highest dose often 38.3 µM), for the others: at the highest dose activation, usual class: activators | hit rate 0.064% among 350,000 | AID 624291;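 further: potency means the concentration at half of the fitted maximal effect; 100% = response of the positive control SU9516; nearly all actives have a fitted effect of over 60% in size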
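alpha7betagal+/- myoblasts (passage 13, 250/well) treated 48 h at 37C with compounds at 1:260 dilution of DMSO stock. Lysed, then beta-galactosidase activity read as FDG fluorescence (ex 480/em 540) after 30 min, with pre-read for autofluorescence.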
Tb PFK block: inhibitors of T. brucei phosphofructokinase; O15648; T. brucei PFK, ADP-Glo luminescence; Potency, µM (titrated, usually from 57.5 µM), inactives show at the top dose activity, negative = inhibition, hits mostly inhibitors; hit rate 0.17% among 330,000; AID 485367;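 further: potency means the concentration at half of the fitted maximal effect; 0% = uninhibited 1x PFK enzyme wells and -100% = no-enzyme wells; nearly all actives have a fitted effect of over 60% in size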
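ADP-Glo luminescence quantified ADP after 45 min at room temperature, with 1.25 nM T. brucei PFK, 0.1 mM ATP and 0.5 mM fructose-6-phosphate in pH 8.0 TEA buffer. qHTS titrations up to 57 µM; curves classified by quality.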
TSG101-PTAP inh: blocks PTAP/TSG101 interaction to inhibit HIV-1 budding; Fluorescence polarization, FITC-PTAP peptide / Tsg101 binding; Potency, µM (top dose mostly 115 µM), inactives show at the highest dose activity change, negative = inhibition, actives largely listed as inhibitors; 340,000 tested, under 10 active; AID 493005; active means well fitted inhibition curve with a large enough effect in the main read-out, with a control signal flat, not every such curve was filed as active; inconclusive means small, poorly fitted or top-dose-only effect, or effect the other way, or a change in a side signal; inactive means no such curve, though single readings can be large or run the other way; further: potency means the concentration at half of the fitted maximal effect; % of control where 0% means no effect
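Steps: Tsg101 binding domain dispensed (10 uM final), compounds pinned in DMSO, FITC-labeled PTAP-motif peptide added (50 nM final); after 20 min binding at room temperature, polarization measured.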
Giardia kill: Giardia lamblia killing; Giardia lamblia trophozoite viability; hit rate 0.15% among 340,000; activity change, % at 7.66 µM, hits read low; AID 540267; in the data active means activity change below about -80%; inconclusive means between about -30% and that limit;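 further: parasites exposed to compound for two days anaerobically before the ATP read; on the % scale 0 is the no-effect control and ±100 the full control effect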
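Anaerobic 48 hrs incubation at 37 deg C of 100 trophozoites/well with test compounds; ATPLite 1-Step luminescence, 15-30 min RT, reports cellular ATP as viability.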
Menin MLL FP TR: displaces Texas Red mutant MLL peptide from human menin; Potency, µM (highest dose often 61.6 µM), for the others: at the top dose FP activity change, negative = inhibition, hits mostly inhibitors; O00255; Menin + Texas Red MLL mutant peptide, fluorescence polarization; AID 1768; hit rate 0.23% among 270,000; active means well fitted inhibition curve with a large enough effect in the polarisation, with a control signal flat, not every such curve was filed as active; inconclusive means small, poorly fitted or top-dose-only effect, or effect the other way, or a change in a side signal; inactive means no such curve, though single readings can be large or run the other way; the % refers to the polarisation; further: potency means the concentration at half of the fitted maximal effect; % of control where 0% means no effect; many of its hits are not listed in these tables
Target sequence (O00255 whole entry, looked up): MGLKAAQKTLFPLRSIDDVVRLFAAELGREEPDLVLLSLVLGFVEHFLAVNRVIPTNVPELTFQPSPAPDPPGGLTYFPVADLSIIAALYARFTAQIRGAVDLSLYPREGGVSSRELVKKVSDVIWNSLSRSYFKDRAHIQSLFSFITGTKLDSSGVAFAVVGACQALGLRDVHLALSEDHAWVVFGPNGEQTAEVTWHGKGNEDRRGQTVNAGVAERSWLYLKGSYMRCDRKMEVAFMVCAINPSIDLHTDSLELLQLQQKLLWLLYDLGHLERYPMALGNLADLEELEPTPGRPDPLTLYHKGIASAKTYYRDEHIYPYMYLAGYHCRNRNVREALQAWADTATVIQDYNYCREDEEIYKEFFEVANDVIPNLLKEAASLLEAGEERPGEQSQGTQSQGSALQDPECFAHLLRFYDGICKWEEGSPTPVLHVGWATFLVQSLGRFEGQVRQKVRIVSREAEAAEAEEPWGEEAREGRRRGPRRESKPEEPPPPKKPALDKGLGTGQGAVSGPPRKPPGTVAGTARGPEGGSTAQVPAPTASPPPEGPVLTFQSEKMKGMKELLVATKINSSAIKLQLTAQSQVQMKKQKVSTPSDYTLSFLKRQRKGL
Starred values were filed as active, the others as inactive; i = inactive; ? = inconclusive; nt = not tested or not shown; & = joins results of further samples; [ ] = remark or other dose. Unless noted, the call rests on the fitted dose curve; in most records, active means well fitted curve in the direction sought with a large enough effect; inconclusive means small, poorly fitted or top-dose-only effect, or another doubt; inactive means no such curve, though single readings can be large; an effect the other way counts as inactive or inconclusive. Some of the compounds tested; rates above refer to the full screens.

SMILES | Chronic BCR inh | S-ASM inh | GALK inhibitor | B2AR arrestin | Coupling enz | PKM2 act | a7 integrin act | Tb PFK block | TSG101-PTAP inh | Giardia kill | Menin MLL FP TR
CCCCC(=O)c1c(O)c2ccccc2oc1=O | ? | -2% | -1% | -0.3% | -9 | 6% | 1% | -4% | 0% | 14 | 15%
O=C(Nc1ccc(S(=O)(=O)Nc2ncccn2)cc1)C1CC(=O)N(c2ccccc2)C1 (stereo not drawn) | 2% | 1% | nt | -0.1% | nt | nt | 16% | -9% | -12% | -16 | nt
Cc1ccccc1OCC(=O)NC(=S)Nc1ccc2c3c(cccc13)CC2 | 0% | 6% | 0% | 0.1% | 1 | -4% | -46%[inhibitor] | 0% | -2% | -1 | 1%
COc1ccc(NC(=O)CCCc2nc3ccccc3c(=O)[nH]2)cc1Cl | 3% | -2% | nt | 0.1% | nt | nt | -8% | 16% | -1% | -2 | nt
CC(C)(C)SC(C(=O)N1CCOCC1)c1ccc(Br)cc1 (stereo not drawn) | 9% | 3% | -3% | -0.2% | 0 | -5% | 3% | 4% | 2% | 28 | -6%
O=c1c(-c2ccc3c(c2)OCCO3)coc2c(CN3CCOCC3)c(O)ccc12 | -1% | 14% | 2% | 0.4% | -1 | -7% | -5% | -2% | -5% | 10 | -2%
CN(C)CCCNS(=O)(=O)c1ccc(Cl)s1 | -2% | 3% | 0% | 0.1% | -3 | 8% | 17% | 14% | -6% | -8 | -26%
O=C(CCNC(=O)c1ccc(Cl)cc1)Nc1ccccc1Cl | 0% | 0% | -3% | 0.5% | 1 | nt | -19% | 1% | -5% | -8 | -20%
CCOc1ccc(S(=O)(=O)N(C)CC(=O)NCCN2CCOCC2)cc1 | 0% | -4% | -3% | 0.1% | 0 | nt | -4% | 3% | -1% | 12 | 1%
O=S(=O)(c1cccs1)N1CCN(c2ncccn2)CC1 | -14% | 1% | -2% | -0.7% | 5 | 22% | 16% | -3% | -2% | 5 | -27%
Cc1ccc(-n2c(C)cc(C(=O)CSc3nnnn3C)c2C)cc1 | 5% | -12% | 2% | 0.3% | -17 | -19% | -23% | -4% | -7% | 22 | -20%
CNc1oc(-c2ccccc2)nc1S(=O)(=O)c1ccc(C)cc1 | 8% | -4% | 0% | -0.2% | nt | 2% | -11% | -2% | -5% | 12 | nt
CCN(CC)CCNC(=O)c1cc(Br)c(N)cc1OC | 0% | 4% | nt | -0.6% | 1&1 | nt | nt | -10% | 2% | 4 | -2%
CC(NC(=O)CSc1nnc(-c2cccc(S(=O)(=O)N3CCCCC3)c2)o1)C12CC3CC(CC(C3)C1)C2 (stereo not drawn) | ? | -4% | 6% | -0.1% | 2 | 0% | 13% | 2% | -1% | -9 | 1%
Cc1cccc(C(=O)OC(C)CN2C(C)CCCC2C)c1 (stereo not drawn) | 6% | 3% | 4% | -0.6% | 0 | nt | 15% | -5% | -3% | 5 | -26%
CCCCc1ccc(NC(=S)N2CCN(C)CC2)cc1 | -4% | 4% | 0% | -0.9% | -2 | -2% | -10% | 0% | -8% | -2 | 4%
Cc1cc(OCC(=O)OC(C)C(=O)Nc2ccc(N3CCOCC3)cc2)ccc1Cl (stereo not drawn) | ? | -4% | nt | -0.9% | nt | nt | -2% | -10% | 0% | 6 | nt
O=C(CCSc1nnc(-c2ccco2)o1)Nc1ccc(F)cc1 | -4% | 0% | 3% | 0.1% | -2 | -7% | 4% | -5% | -8% | -12 | 15%
C=CCSc1cc(C)nc2c(-c3ccccc3)cnn12 | ? | -7% | -2% | 1.0% | 0 | 5% | -18% | 3% | 0% | -12 | nt
CCn1ncc(C2=NOC(C(=O)NCc3ccccc3)C2)c1C (stereo not drawn) | ? | 2% | 1% | 0.3% | -1 | -15% | -28%[7.66 µM] | -10% | -3% | 2 | ?
CCCSc1nnc(N2C(=O)CC(c3ccsc3)C3=C2CCCC3=O)s1 (stereo not drawn) | -1% | -6% | -3% | -0.5% | 0 | 1% | 10% | 0% | -2% | 12 | ?
COc1cc(OC)cc(C(=O)c2c(C)c(C#N)c3ccccn23)c1 | ? | -4% | 1% | -1.0% | 0 | nt | -18% | -3% | -13% | -13 | -9%
O=C(O)c1ccc(NCc2ccc3c(c2)OCO3)cc1 | -18% | -3% | 1% | 0.0% | 11 | -3% | 5% | -1% | -4% | 3 | 2%
Cc1ccc(S(=O)(=O)N2CCN(C(C(=O)Nc3ccc(F)cc3)c3ccccc3)CC2)cc1 (stereo not drawn) | 8% | -1% | 0% | -0.4% | -3 | -2% | -30% | 0% | 3% | 2 | 0%
Nc1ccc2[nH]ncc2c1 | ? | 12% | 1% | -0.5% | -42* | 10% | nt | -1% | -3% | 10 | ?
Cc1ccn2c(=O)nc(SCC(=O)c3ccccc3)nc2c1 | ? | -2% | nt | -1.0% | nt | nt | 0% | 1% | -6% | 0 | nt
O=C(c1ccccc1)N(Cc1nc2ccccc2c(=O)[nH]1)C1CCCC1 | -17% | -7% | 0% | -0.2% | -1 | 4% | 5% | 1% | -7% | -10 | ?
COc1ccc(/C=C2\SC(=O)N(CCNC(=O)Cn3cnnn3)C2=O)cc1 | -16% | -2% | -1% | 0.2% | 1 | 1% | -14% | -2% | 1% | 14 | nt
O=C(CSc1nc(C2CC2)nc2ccccc12)Nc1ccc2c(c1)OCCO2 | 0% | -1% | -1% | -0.6% | 0 | 1% | -48%[inhibitor] | 1% | 3% | 5 | 17%
CNC(=S)NC12CC3CC(CC(C3)C1)C2 | 1% | 2% | 2% | -0.1% | 4 | -6% | -4% | -2% | -1% | 16 | 7%
Nc1nnnn1/N=C/c1cccc(O)c1 | -2% | -2% | 1% | 0.2% | 0 | 5% | 12% | -2% | 2% | -2 | -8%
COc1ccc(C2CC(c3cccc(Cl)c3)=NN2c2ccc(S(N)(=O)=O)cc2)cc1 (stereo not drawn) | 0% | i | nt | -0.8% | nt | nt | -37%[inhibitor] | -1% | -2% | -5 | nt
Cc1c(Cl)cccc1NC(=O)CNC(=O)C1CC(=O)N(C2CCCC2)C1 (stereo not drawn) | ? | -1% | nt | -0.8% | nt | nt | 17% | 8% | -1% | 8 | nt
Cc1ccc(C)c(NC(=O)CN(C)C(=O)c2ccc3[nH]c4c(c3c2)CC(C)CC4)c1 (stereo not drawn) | 26% | -8% | nt | 0.4% | nt | nt | -15% | 15% | -5% | 16 | nt
O=C(O)c1cccc(-c2nnn(Cc3ccccc3Cl)n2)c1 | ? | 14% | -2% | 0.2% | 11 | 1% | -11% | -6% | -8% | 10 | -2%
C=CCn1c(COc2ccc(OC)cc2)nnc1SCn1nnc2ccccc2c1=O | -1% | -2% | 2% | 0.3% | 4 | -4% | 3% | -1% | -1% | 2 | 9%
Cc1ccc(Cn2ncc3c(N4CCN(Cc5ccc(Cl)cc5)CC4)ncnc32)cc1 | 0% | -1% | 0% | 0.1% | -1 | 26% | 1% | 1% | 1% | -16 | ?
CCCCOc1ccc(/C=C/C(=O)NC2=Nc3ccccc3NC(C)=C2C(=O)OCC)cc1OC | 0% | -5% | 0% | -0.2% | 3 | 0% | 9% | -4% | 4% | 6 | 4%
Cc1cc(C(=O)Nc2ccc(Cl)cc2)c(C)n1-c1ccccc1 | -13% | -2% | 1% | 0.5% | -20 | -7% | -30% | 1% | -1% | ? | nt
O=C(O)/C=C/c1cccc(NC(=O)c2ccccc2)c1 | ? | -2% | 1% | -0.8% | 4 | -45% | -9% | 0% | -5% | -8 | nt
Cc1sc(-c2ccncc2)nc1OC(=O)c1ccc(Cl)cc1 | -10% | -14% | 1% | -0.6% | 0 | 7% | 3% | 0% | -5% | 12 | -12%
COc1ccc(OC)c(S(=O)(=O)Nc2ccc(-c3ccc4nnc(C)n4n3)cc2)c1 | ? | -2% | nt | 0.2% | nt | nt | -31% | 4% | -3% | -10 | nt
Cc1noc(C)c1CSCC(=O)N(C)CC(=O)Nc1ccc(Cl)c(C(F)(F)F)c1 | -5% | -2% | nt | -0.1% | nt | nt | 5% | -15% | -4% | -4 | nt
COC(=O)c1ccc(NC(=O)CCN2C(=O)NC(C)(C)C2=O)cc1 | 0% | 5% | nt | -0.1% | nt | nt | ? | -7% | -4% | 10 | nt
Cc1cnc(C)c(N2CCN(C(=O)C3CCC(=O)N(CCc4cccc(F)c4)C3)CC2)n1 (stereo not drawn) | -1% | 1% | -3% | -0.8% | nt | nt | -6% | 3% | -1% | -11 | nt
CCNc1nc(NCC)n2c(SCC(=O)NC34CC5CC(CC(C5)C3)C4)nnc2n1 | -1% | 1% | 1% | 0.4% | 5 | 1% | 1% | 4% | -11% | -1 | -9%
